Screening data as filed in PubChem BioAssay.
TDP2 absorb – blocks human TDP2 phosphodiesterase activity; O95551; recombinant TDP2, T5PNP hydrolysis, p-nitrophenol absorbance 415 nm; inhibition, % at 12.8 µM; actives 0.34% (n = 370,000);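 active means inhibition above the mean of all tested compounds plus 3 SD, set per campaign, cut at about 25% in these data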;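 further: 0% = DMSO with enzyme and 100% = buffer with substrate but no TDP2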
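Assay system: Recombinant human TDP2 | Quantity: 120 nM TDP2 per well | Incubation: 2 h at 37 °C | Signal: Epi absorbance | Evaluation: Percent inhibition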
ABHD4 inh – inhibitors of mouse ABHD4; Q8VD66; AID 720543; inhibition, % at 8.92 µM; actives 0.54% (n = 370,000); purified mABHD4, FP-Rh probe fluorescence polarization;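 active means inhibition exceeding the mean over every tested compound plus 3 SD, cut at about 30% in these data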;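 further: 0% = plate median of compound wells and 100% = S159A mutant with DMSO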
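Test system: mouse ABHD4 enzyme, wild type. Reagent: FP-Rh fluorescent activity-based probe, added after compound pre-incubation. Timing: pre-incubation 45 min, probe exposure 60 min, at 25 °C. Technique: FP readout, ex 525 nm / em 598 nm. Benchmarks: high control S159A mutant with DMSO, low control median of compound wells.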
HTRA1 inh – blocks human HTRA1 serine peptidase; AID 504803; actives 0.5% (n = 340,000); Q92743; recombinant HTRA1, FP-rhodamine activity-based probe, fluorescence polarization; inhibition, % at 5.96 µM; in the data active means inhibition above about 36%;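 further: 0% = enzyme with DMSO and 100% = wells lacking enzyme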
Target sequence (Q92743 whole entry, looked up): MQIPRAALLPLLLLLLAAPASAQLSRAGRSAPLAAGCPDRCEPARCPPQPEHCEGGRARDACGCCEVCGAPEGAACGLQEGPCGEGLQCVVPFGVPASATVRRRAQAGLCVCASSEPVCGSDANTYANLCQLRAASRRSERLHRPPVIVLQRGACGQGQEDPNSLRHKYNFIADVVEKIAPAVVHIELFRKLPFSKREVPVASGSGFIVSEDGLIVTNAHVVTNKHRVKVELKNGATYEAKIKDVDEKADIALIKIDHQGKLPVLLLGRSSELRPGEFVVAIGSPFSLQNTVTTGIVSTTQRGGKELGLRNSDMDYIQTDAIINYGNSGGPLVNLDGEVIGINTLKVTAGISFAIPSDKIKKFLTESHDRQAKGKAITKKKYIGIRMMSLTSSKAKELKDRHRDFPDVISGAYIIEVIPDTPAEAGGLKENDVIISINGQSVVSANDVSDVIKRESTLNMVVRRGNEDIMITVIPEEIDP
PRMT1 inh – PRMT1 (human) inhibition, primary screen. Q99873. actives 1.3% (n = 370,000). inhibition, % at 2.79 µM. recombinant PRMT1, activity-based probe fluorescence polarization;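 active means inhibition above about 21% made by adding two undisclosed values, limit read from the data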
GC-B act – GC-B (human) receptor activation; AID 1920062; actives 0.11% (n = 370,000); HEK293-GC-B cells, CNP EC30, cGMP TR-FRET; 0% at EC30 CNP, 100% saturating CNP; activation, % at 10 µM;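 active means activation at 10 µM reaching about 35% in either raw or pattern-adjusted values, limit read from the data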
LEDGF integ inh – blocks HIV-1 LEDGF/p75-dependent DNA integration. actives 0.64% (n = 370,000). TR-FRET IN-LEDGF/p75 DNA integration, Eu/Cy5. AID 743269. inhibition, % at 3.7 µM;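 active means inhibition above the screen-wide mean plus 3 SD, cut at about 13% in these data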;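 further: signal is the Cy5 over europium emission ratio at 671 and 618 nm; 0% = plate median of compound wells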
rCAG binder – molecules binding r(CAG) RNA repeats | r(CAG) RNA repeat, TO-PRO-1 dye displacement fluorescence | actives 1.3% (n = 370,000) | inhibition, % at 3 µM | AID 651821;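 active means inhibition above the plate cutoff, the mean of all test compounds on that plate plus 3 SD, cut at about 35% in these data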;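 further: 0% = DMSO alone and 100% = 100 µM mitoxantrone as full dye displacement; higher means more dye released from RNA so lower well fluorescence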
MBD2 inh – MBD2-methylated oligo binding inhibition. actives 0.31% (n = 370,000). Q9UBB5. inhibition, % at 4.4 µM. TR-FRET, MBD2 binding to methylated oligonucleotide; in the data active means inhibition above about 13%
Target sequence (Q9UBB5 whole entry, looked up): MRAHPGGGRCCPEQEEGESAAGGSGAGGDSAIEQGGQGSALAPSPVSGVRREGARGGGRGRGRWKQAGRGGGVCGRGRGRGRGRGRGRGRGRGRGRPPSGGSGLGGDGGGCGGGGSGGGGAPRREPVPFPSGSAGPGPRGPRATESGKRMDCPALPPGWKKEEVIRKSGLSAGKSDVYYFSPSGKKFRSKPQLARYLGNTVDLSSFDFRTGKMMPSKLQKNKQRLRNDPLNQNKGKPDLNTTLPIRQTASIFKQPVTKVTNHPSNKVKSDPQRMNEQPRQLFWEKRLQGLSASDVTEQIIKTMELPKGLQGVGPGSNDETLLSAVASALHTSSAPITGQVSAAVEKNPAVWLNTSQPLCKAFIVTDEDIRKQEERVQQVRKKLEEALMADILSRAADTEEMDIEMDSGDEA
TCR CD3 inh – human TCR-CD3 binding inhibition. inhibition, % at 9.4 µM. actives 0.37% (n = 360,000). TAMRA-labeled TCR probe fluorescence, biochemical; in the data active means inhibition above about 19%;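 further: recombinant mutant TCR 2C K166C tagged with TAMRA read by polarization; 0% = receptor in buffer alone and 100% = receptor with positive control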
SIAE inh – blocks human sialic acid acetylesterase | Q9HAT2 | AID 1053197 | actives 0.69% (n = 370,000) | inhibition, % at 9.66 µM | SIAE FP-Rh probe binding, fluorescence polarization;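 active means inhibition above a cutoff: mean of compounds within the control limits plus 3 SD of those, cut at about 17% in these data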;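 further: 0% = plate median of compound wells and 100% = probe without SIAE protein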
Starred values were filed as active, the others as inactive; . = not tested or not shown.

SMILES	TDP2 absorb	ABHD4 inh	HTRA1 inh	PRMT1 inh	GC-B act	LEDGF integ inh	rCAG binder	MBD2 inh	TCR CD3 inh	SIAE inh
Cc1cc(=S)cc(C)n1CCO	-11.6	9.3	4.0	3.3	-2.4	0.6	0.3	-1.1	0.1	0.3
CC(CNS(=O)(=O)c1ccccc1)(c1ccccc1)N1CCOCC1 (centres undefined)	-7.5	-3.6	3.6	-1.7	0.0	0.3	-6.1	-3.7	3.0	4.8
COc1ccccc1/C=C/CN1CC(C)OC(C)C1 (centres undefined)	17.0	11.6	7.4	1.4	0.2	0.1	-3.5	3.6	-1.9	2.8
Cc1ccc(-c2noc(C3CCCN(C(=O)c4ccccc4Br)C3)n2)cc1 (centres undefined)	6.8	2.5	-1.9	-0.9	4.4	-8.6	-0.4	2.5	6.8	3.5
CC(OC(=O)c1cc2ccccc2[nH]1)C(=O)N(C)c1ccccc1 (centres undefined)	0.2	2.5	-17.2	1.9	2.0	-0.6	0.8	3.0	-4.3	1.8
COc1cccc2c1OC[C@@H](CO)[C@H]2N(C)C(=O)Nc1ccc(Cl)cc1Cl	2.2	-5.9	-7.3	1.8	2.0	-1.2	-3.4	-2.0	0.7	2.9
CN(CC(=O)O/N=C(\N)c1ccc([N+](=O)[O-])cc1)S(=O)(=O)c1ccc2ccccc2c1	-1.9	0.6	8.4	-4.2	6.9	-2.1	-1.3	-6.6	-0.9	-2.4
Cc1cc(C(=O)N2CCCC(C(=O)c3ccc4ccccc4c3)C2)n(C)n1 (centres undefined)	5.6	-8.5	5.9	-2.3	0.4	-0.6	-7.7	-5.4	0.6	1.6
CC1(N(O)C=C2C=CC(=O)C=C2)CCCCC1=O (centres undefined)	1.5	5.9	-5.2	-4.3	1.3	-3.5	-1.8	0.3	-5.1	1.4
CN(C(=O)CCc1nnc(CCCCc2ccccc2)o1)C1CCOCC1	-7.0	-2.3	3.3	4.0	-5.2	3.4	-4.8	6.3	1.6	4.7
COc1cc(CN(C2CCCCC2)S(=O)(=O)c2ccc(S(=O)(=O)N(C)C3CCCCC3)cc2)cc(OC)c1OC	2.5	-3.3	-10.0	-0.1	-1.2	1.0	8.7	-0.3	-3.5	11.1
CCC(C)N(C(=O)c1csnn1)C(C(=O)NCc1ccc(F)cc1)c1ccco1 (centres undefined)	-2.6	1.8	-0.3	1.4	0.5	-1.3	-1.0	4.2	6.7	6.1
O=C(O)COc1ccccc1/C=N/NC(=O)c1cccc(S(=O)(=O)N2CCOCC2)c1	8.6	5.0	10.2	3.5	0.1	2.7	4.0	-1.2	0.2	7.5
CCN(CC)CCNC(=O)c1cc2c(-c3cccc(OC)c3)nn(C)c2s1	12.9	-0.9	0.7	-0.8	-19.2	-1.5	-1.4	6.0	3.7	-3.4
Cc1cccc(C(=O)N[C@H](C(=O)Nc2cc(S(=O)(=O)N3CCCCC3)ccc2C)C(C)C)c1	2.2	10.7	-15.2	-0.5	2.4	-1.6	7.0	4.7	0.2	7.5
O=C(NCCc1ccccc1)c1cccc2c1C(=O)N(C1CCCCC1)C2	2.7	-2.2	-3.1	0.8	1.6	-0.3	-1.5	-0.1	-2.3	0.0
COC(=O)c1cc(C)oc1C	3.2	-2.3	.	0.5	4.2	0.7	1.9	-6.5	.	2.6
COc1ccc(OC)c(NC(=O)C(=O)NCc2ccncc2)c1	6.4	0.7	-1.2	-1.1	1.8	0.0	-3.5	-2.5	4.2	-1.0
O=C(O)c1ccccc1-n1c2ccccc2c2ccccc21	0.5	2.4	-1.5	1.9	-0.5	0.3	13.5	-2.9	-0.4	-0.1
CCOc1ccc(NC(=O)C(C)NC(=O)c2ccccc2Cl)cc1S(=O)(=O)N1CCCC1 (centres undefined)	1.3	-3.3	10.2	5.5	-4.3	-0.7	5.2	6.3	0.4	3.8
Cc1nn(-c2ccccc2)c(C)c1C=O	2.2	0.0	.	-0.3	3.5	-2.4	1.4	-1.8	-2.5	-1.1
CCOc1cc(C#N)ccc1OCC(=O)N1CCc2ccccc2C1	-4.7	2.5	5.4	2.6	-5.8	-3.0	-7.4	-0.8	-3.2	2.7
CC(NC(=O)COC(=O)CC(c1ccccc1)c1ccccc1)c1ccccc1 (centres undefined)	-0.5	-5.0	-22.3	-4.2	1.1	-0.3	-9.6	0.6	5.2	-0.7
COc1cccc(-n2cc(CN(C)Cc3nc(Cc4ccccc4)no3)cn2)c1	-3.7	3.1	-3.8	-1.6	1.1	1.5	-9.1	-0.8	-2.9	1.2
Cc1ccc(S(=O)(=O)N(C)C[C@@H]2Oc3ccc(NS(C)(=O)=O)cc3CC(=O)N([C@H](C)CO)C[C@@H]2C)cc1	-1.8	4.1	1.5	-3.1	-1.6	-0.3	1.0	5.2	-3.4	2.6
COc1ccc(C(=O)O)cc1S(N)(=O)=O	-4.9	2.3	2.1	-9.0	-1.1	2.1	-2.3	-2.3	2.8	-4.0
O=C(COC(=O)CNC(=O)C1CCCCC1)Nc1ccccc1	4.4	-3.1	.	5.1	7.1	-0.7	0.3	-4.2	-5.4	0.8
NC(=O)NCCN1CCN(c2ncc(C(F)(F)F)cc2Cl)CC1	-13.1	1.2	1.8	1.4	7.0	5.7	-5.6	2.9	3.3	-3.0
CCOc1ccc(C(C)=O)cc1CN1c2ccc(S(N)(=O)=O)cc2CC1C (centres undefined)	-13.2	-1.8	-10.3	1.3	-4.0	-0.5	-1.7	-5.1	8.7	-3.9
CC(C)NC(=O)C1C(c2ccc(C(F)(F)F)cc2)=Nc2ccccc2N1C(=O)c1cccc2ccccc12 (centres undefined)	3.9	0.2	.	-0.8	-1.3	-1.1	6.1	-2.4	-2.4	-7.7
COc1ccc(C2C(C(=O)N3CCN(c4ccccn4)CC3)CCC(=O)N2c2ccc(OC)cc2)cc1 (centres undefined)	2.9	-4.5	1.6	-3.2	-0.9	4.4	-4.3	-4.0	1.4	6.8
CCOC(=O)/C=c1\s/c(=C\c2ccc(C#N)cc2)c(=O)n1CC(=O)NCc1ccco1	11.9	4.7	-0.5	-3.6	-4.0	0.1	1.7	-3.5	1.4	-9.4
CCOC(=O)N1CCN(C(=O)CSc2nnc(Cn3c(=O)sc4ccccc43)n2C)CC1	-2.7	4.2	-1.1	2.8	4.2	-4.8	-1.0	-3.5	-6.3	-3.1
COc1ccc(/C=N/NC(=O)c2cc(C34CC5CC(CC(C5)C3)C4)[nH]n2)cc1O	-13.0	8.8	-23.9	10.2	1.0	-4.6	12.5	2.7	-9.3	0.3
Oc1ccc(Br)cc1-c1cc(-c2ccc(Cl)cc2)n[nH]1	0.0	-143.0	-32.6	-1.3	-0.5	0.7	17.6	-4.1	3.3	-62.7
CCCNC(=O)c1ccc2c(=O)c(O)c(-c3cccc(Br)c3)[nH]c2c1	-9.2	1.2	8.7	-1.5	-5.2	-2.6	1.3	3.9	1.4	-1.2
Cc1cccc(NC(=O)C2CCCN(c3nnc(-n4cccc4)s3)C2)c1C (centres undefined)	-8.9	-6.7	.	1.9	-5.7	-0.7	4.2	7.1	.	0.1
CC(=O)n1cc([C@H]2C=C(C(N)=O)O[C@@H](OCc3ccc(CO)cc3)C2)c2ccccc21	15.8	5.5	-3.8	-0.4	-0.8	0.1	0.7	-0.1	0.8	0.6
COC(=O)C1=C(C)N(C)C(=NCc2ccccc2)NC1c1cccc(Cl)c1 (centres undefined)	-0.2	4.6	.	1.1	-24.0	-4.0	9.4	1.7	2.1	-0.8
O=C(O)c1ccc(NNC(=S)Nc2cc(C(F)(F)F)ccc2Cl)cc1	0.3	-8.3	1.2	26.6*	2.9	-0.3	39.4*	-4.5	1.5	-0.6
O=C1C=C(c2ccc(F)nc2)C[C@@H](c2ccc3c(c2)OCO3)C1	5.3	8.1	4.4	-1.5	4.6	1.4	-4.1	5.6	0.2	-2.1
CC(C)c1c(C(=O)N/N=C/c2ccncc2)nnn1-c1nonc1N	-7.8	2.3	0.2	-0.9	1.2	-4.6	-5.4	0.6	7.2	0.3
CCOC(=O)C1(Cc2cccc(F)c2)CCN(CC(O)CO)CC1 (centres undefined)	4.0	0.5	5.2	-6.1	0.2	-1.2	-1.4	-0.7	5.0	-1.8
CCC1Oc2ccccc2N(CC(=O)NCc2ccco2)C1=O (centres undefined)	3.0	-7.8	1.7	2.0	1.4	6.9	0.3	3.0	-0.5	-1.1
COc1ccccc1N1CCN(C(c2ccccn2)c2nnnn2C2CCCCC2)CC1 (centres undefined)	3.0	4.4	6.8	-1.6	-2.5	-1.7	-3.0	0.7	2.0	9.4
S=C(NCc1ccccn1)Nc1ccc(Cl)cc1	-8.0	5.5	2.5	1.4	0.6	-1.1	0.6	-4.1	2.0	-0.5
CCC(=O)C1CCCN(C(=O)c2ccc(OC)c(OC3CCN(C(C)=O)CC3)c2)C1 (centres undefined)	7.6	-0.4	7.0	-0.8	1.0	3.1	-6.3	-1.9	1.7	-3.2
CN1CCCN(C(=O)c2cccc(Br)c2)CC1	-5.8	0.4	-4.2	-3.5	7.4	-3.2	3.1	6.5	6.1	4.0
COc1ccc(CCN(C)c2ccc(S(=O)(=O)N3CCCC3)cc2[N+](=O)[O-])cc1OC	-1.7	1.7	-2.5	3.1	0.7	0.7	1.2	2.1	-3.0	-4.3
Cc1c(C(=O)NCc2ccco2)oc2c(Cl)cccc12	1.2	-8.6	-5.3	-0.9	2.3	-4.8	2.0	2.3	2.0	0.0
CSc1ncc(Cl)c(C(=O)Nc2ccccc2C)n1	-7.9	-6.9	0.1	2.5	5.2	-1.8	-5.6	2.0	-7.3	1.0
O=C(C1CCCO1)N(Cc1ccccc1)c1ccccc1 (centres undefined)	7.2	2.5	0.0	0.5	-7.4	1.3	-2.3	-4.0	-2.8	3.4
CCOC(=O)C1CCCN(C(=O)c2cccc(C(F)(F)F)c2)CC1 (centres undefined)	7.0	-3.9	.	5.5	-0.1	-3.1	-0.6	3.9	0.8	-3.6

Rewritten comma-delimited: six of the compounds above.
structure,TDP2 absorb,ABHD4 inh,HTRA1 inh,PRMT1 inh,GC-B act,LEDGF integ inh,rCAG binder,MBD2 inh,TCR CD3 inh,SIAE inh
CCN(CC)CCNC(=O)c1cc2c(-c3cccc(OC)c3)nn(C)c2s1,12.9,-0.9,0.7,-0.8,-19.2,-1.5,-1.4,6.0,3.7,-3.4
Cc1cccc(C(=O)N[C@H](C(=O)Nc2cc(S(=O)(=O)N3CCCCC3)ccc2C)C(C)C)c1,2.2,10.7,-15.2,-0.5,2.4,-1.6,7.0,4.7,0.2,7.5
O=C(NCCc1ccccc1)c1cccc2c1C(=O)N(C1CCCCC1)C2,2.7,-2.2,-3.1,0.8,1.6,-0.3,-1.5,-0.1,-2.3,0.0
COC(=O)c1cc(C)oc1C,3.2,-2.3,.,0.5,4.2,0.7,1.9,-6.5,.,2.6
COc1ccc(OC)c(NC(=O)C(=O)NCc2ccncc2)c1,6.4,0.7,-1.2,-1.1,1.8,0.0,-3.5,-2.5,4.2,-1.0
O=C(O)c1ccccc1-n1c2ccccc2c2ccccc21,0.5,2.4,-1.5,1.9,-0.5,0.3,13.5,-2.9,-0.4,-0.1

Some of the compounds tested; count on the stated rates, not on these rows.
